Source: PubChem BioAssay
GPR151 ag: activates the human receptor GPR151. PathHunter beta-arrestin GPR151 cells, luminescence. activation, % at 11.2 µM. hit rate 1% among 650,000. AID 1508602; in the data active means activation above about 4.9%;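 further: 0% = median of compound wells and 100% = cells with positive control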
Target sequence (Q8TDV0 whole entry, looked up): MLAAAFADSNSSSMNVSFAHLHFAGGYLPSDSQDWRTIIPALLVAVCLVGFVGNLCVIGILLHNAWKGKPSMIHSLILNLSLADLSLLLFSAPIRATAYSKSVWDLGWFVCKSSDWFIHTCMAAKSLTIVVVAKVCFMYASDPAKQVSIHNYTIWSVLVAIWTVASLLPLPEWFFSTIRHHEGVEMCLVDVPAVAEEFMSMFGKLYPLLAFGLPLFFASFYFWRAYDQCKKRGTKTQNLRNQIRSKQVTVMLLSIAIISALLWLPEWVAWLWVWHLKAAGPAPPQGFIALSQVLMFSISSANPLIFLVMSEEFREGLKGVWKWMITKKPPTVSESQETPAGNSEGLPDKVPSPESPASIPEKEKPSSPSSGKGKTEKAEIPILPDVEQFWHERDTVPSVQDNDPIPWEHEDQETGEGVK
MITF primary: blocks human microphthalmia-associated transcription factor; O75030; AlphaScreen MITF homodimerization, bead proximity signal; inhibition, % at 2.6 µM; hit rate 0.91% among 650,000; AID 1259374; in the data active means inhibition above about 50%;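 further: 0% = vehicle wells with protein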
Target sequence (O75030 whole entry, looked up): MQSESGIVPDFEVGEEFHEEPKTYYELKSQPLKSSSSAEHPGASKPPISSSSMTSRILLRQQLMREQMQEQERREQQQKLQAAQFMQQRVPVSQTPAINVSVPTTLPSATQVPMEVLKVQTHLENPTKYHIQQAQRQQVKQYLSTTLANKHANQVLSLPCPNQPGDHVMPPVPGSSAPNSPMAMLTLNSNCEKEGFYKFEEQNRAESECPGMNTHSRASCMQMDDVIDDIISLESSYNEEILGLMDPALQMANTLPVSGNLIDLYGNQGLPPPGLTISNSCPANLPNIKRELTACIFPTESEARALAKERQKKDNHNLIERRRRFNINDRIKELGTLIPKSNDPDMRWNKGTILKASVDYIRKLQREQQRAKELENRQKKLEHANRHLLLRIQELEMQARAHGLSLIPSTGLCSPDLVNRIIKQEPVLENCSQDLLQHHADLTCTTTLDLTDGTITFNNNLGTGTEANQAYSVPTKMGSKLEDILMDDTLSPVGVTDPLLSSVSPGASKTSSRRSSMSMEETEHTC
TEAD-YAP block: TEAD-YAP interaction inhibition. HEK-TIYL cells, TEAD-Gal4/YAP UAS-luciferase luminescence. inhibition, % at 9.12 µM. hit rate 1.4% among 640,000. AID 1259422; in the data active means inhibition above about 32%;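 further: 0% = median of test compound wells and 100% = reference inhibitor wells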
FBW7 act: human FBW7 E3 ligase activation, primary screen; Q969H0; AlphaScreen FBW7–phospho-cyclin E peptide binding, activator screen; normalized activity (activation), % at 26.1 µM; hit rate 0.13% among 650,000; AID 1259310; in the data active means normalized activity above about 1.9%;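 further: purified mutant Fbw7 with reduced substrate affinity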
The depositor's hits bear a star.

The opening 5 compounds, to show the layout:
SMILES	GPR151 ag	MITF primary	TEAD-YAP block	FBW7 act
CC(=O)NCCNC(=O)c1ccc(C)nc1N1CCOCC1	0.1	-13.7	7.3	-0.5
COc1ccc(/C(C)=N/NC(=O)COc2ccc(C(C)(C)C)cc2)c(O)c1	-0.3	-2.6	-1.5	0.2
COc1ccc(NC(=O)C(C)Sc2ccccc2)cc1 (stereo not drawn)	0.7	4.8	-28.0	-0.1
CN1CCN(C(=O)CCSc2ccc(Cl)cc2)CC1	0.6	-11.0	-37.8	0.0
Cc1cccc(OCC(=O)Nc2nnc(S(=O)(=O)N3CCCCC3)s2)c1	2.0	0.9	8.6	0.1

The listing, repeating the preview:
SMILES	GPR151 ag	MITF primary	TEAD-YAP block	FBW7 act
CC(=O)NCCNC(=O)c1ccc(C)nc1N1CCOCC1	0.1	-13.7	7.3	-0.5
COc1ccc(/C(C)=N/NC(=O)COc2ccc(C(C)(C)C)cc2)c(O)c1	-0.3	-2.6	-1.5	0.2
COc1ccc(NC(=O)C(C)Sc2ccccc2)cc1 (stereo not drawn)	0.7	4.8	-28.0	-0.1
CN1CCN(C(=O)CCSc2ccc(Cl)cc2)CC1	0.6	-11.0	-37.8	0.0
Cc1cccc(OCC(=O)Nc2nnc(S(=O)(=O)N3CCCCC3)s2)c1	2.0	0.9	8.6	0.1
CC(=O)NC(=S)Nc1ccccc1C(N)=O	4.3	-12.6	13.2	-0.3
CCc1cccc(NC(=O)C2CCCN2C(=O)Nc2ccc(C)cc2)c1 (stereo not drawn)	-0.4	15.1	4.9	0.3
CCOC(=O)Cc1c(C)nc2c(-c3ccccc3)c(C)nn2c1C	0.7	-15.0	-16.3	0.1
CCCc1nc2nc(C)c(NS(=O)(=O)c3ccc(OC)cc3)c(=O)n2[nH]1	0.9	-1.4	-5.1	0.1
NC(=O)c1cc2cc(Br)ccc2oc1=Nc1ccc(F)cc1	1.2	5.4	-6.0	-0.1
O=c1cnnc(SCc2ccc([N+](=O)[O-])cc2)[nH]1	0.1	11.7	1.6	0.1
O=C(Nc1nc(-c2ccc(Cl)c(Cl)c2)cs1)c1cccc([N+](=O)[O-])c1	0.1	5.4	0.6	-0.1
c1cncc(CSc2ccc(-c3ccc4c(c3)OCO4)nn2)c1	-0.7	1.7	-37.2	0.0
Cc1[nH][nH]c(=O)c1C1=NC(C)(C)Cc2ccccc21	-0.2	-1.6	-24.9	0.0
COc1ccc(N(CC(=O)NC(C)(C)C)S(=O)(=O)c2ccc(C)cc2)cc1Cl	0.9	7.5	9.0	-0.4
CCOC(=O)C(C)n1cnc2c(nnn2Cc2ccc(F)cc2)c1=O (stereo not drawn)	0.1	31.6	1.5	0.5
Nc1cc2c(cc1[N+](=O)[O-])OCCO2	-0.2	-12.4	-2.8	-0.1
OC(c1cccnc1)c1ccc2c(c1)CN(C/C=C/c1ccco1)CCO2 (stereo not drawn)	0.6	-3.0	1.5	-0.1
O=C(CN1C(=O)C2CCCCC2C1=O)c1ccc(Cl)s1 (stereo not drawn)	0.5	1.6	-42.1	0.0
COc1cc2cc(C#N)c(SCC(=O)Nc3cccc(C(C)=O)c3)nc2cc1OC	0.7	-4.0	-11.2	-0.1
O=C(Nc1nnc(C(F)(F)F)s1)c1ccc(Cl)cc1	2.0	-3.4	-39.7	-0.1
CC(Oc1ccccc1)C(=O)Oc1coc(CSc2ncccn2)cc1=O (stereo not drawn)	-2.6	19.2	-1.6	-0.2
CCOc1nc(NCCN2CCOCC2)nc(NC(C)C)n1	-0.5	18.5	-10.6	1.2
COC(=O)CCCC(=O)N1CCC(CO)(CCc2ccccc2)CC1	-0.9	4.8	9.4	-0.1
CCC(NC(=O)c1ccccc1NC(=O)c1ccc(C)cc1)C(=O)O (stereo not drawn)	-1.1	5.6	1.6	0.1
SMILES	GPR151 ag	MITF primary	TEAD-YAP block	FBW7 act
O=C(NCCNc1ccc(Cl)cc1[N+](=O)[O-])c1ccc(F)cc1	2.1	18.1	-11.3	-0.1
O=C(O)/C=C/c1cccc(NS(=O)(=O)c2ccc([N+](=O)[O-])cc2)c1	1.3	2.3	4.1	0.1
CCc1ccc(CNc2ccc(N3CCOCC3)c(C(=O)O)c2)cc1	-0.3	51.6*	-4.1	0.2
OCCC1CN(Cc2ccc3nsnc3c2)CCN1Cc1ccccc1F (stereo not drawn)	-0.7	-9.6	-10.2	0.1
N#C/C(=C\c1ccc(-c2ccccc2)o1)C(=O)N1CCOCC1	-1.3	-7.6	-29.5	0.5
COc1ccc(CCNc2nc(N3CCC(N4CCOCC4)CC3)nc3c2ncn3-c2ccccc2)cc1	-0.5	19.3	0.5	-0.3
CCOC(=O)N1CCC(NC(=O)C2=C(C)C(=O)OC23CCC(C)CC3)CC1 (stereo not drawn)	0.6	16.6	4.2	-0.1
CCC(=O)Nc1cc(C(=O)OCC(=O)c2ccc(Cl)cc2)ccc1C	3.3	-1.0	-0.1	-0.6
CS(=O)(=O)N1CCC(Oc2cccc(C(=O)NCC[C@@H]3C[C@@H]4C=C[C@H]3C4)c2)CC1	1.7	-17.6	22.6	-0.1
Brc1ccc(CNc2ccc(CNc3ncn[nH]3)cc2)cc1	-1.8	-11.5	-12.2	-0.2
Cc1[nH]c(=O)[nH]c(=O)c1S(=O)(=O)Nc1ccc(Cl)c(C(F)(F)F)c1	-0.7	11.5	13.4	0.2
NNC(=O)c1cccc(I)c1	-2.2	5.0	4.1	0.1
COc1ccc(CCN(C)C2CCCN(Cc3cnc(N)nc3)C2)cc1OC (stereo not drawn)	2.2	6.6	-5.1	0.1
CCOC(=O)C(NC(=O)CC(C)C)(Nc1sc2c(c1C#N)CCCCC2)C(F)(F)F (stereo not drawn)	-0.1	8.7	3.6	0.1
COc1cccc(/C=C/c2nc3ccccc3c(=O)n2-c2ccc(NC(C)=O)cc2)c1OC	5.6*	0.0	3.4	-0.3
CCOc1ccc(NC(=O)C2CCCN(c3nc(-c4ccc(OC)cc4)no3)C2)cc1 (stereo not drawn)	-2.2	-1.6	-2.6	-0.1
CC1(C)CC(=O)C2=C(C1)Nc1cc(C(=O)c3ccccc3)ccc1NC2c1cc2c(cc1[N+](=O)[O-])OCO2 (stereo not drawn)	-1.4	6.4	-5.1	0.0
CCOC(=O)C1=C(C)Nc2nnnn2C1c1cccc([N+](=O)[O-])c1 (stereo not drawn)	0.5	15.4	5.8	0.0
CSC1=C(C#N)C(c2cccc(Oc3ccccc3)c2)CC(=O)N1 (stereo not drawn)	1.8	20.2	6.0	0.1
Cc1nn(C)cc1C1C2=C(CC(C)(C)CC2=O)N(c2ccccc2)C2=C1C(=O)CC(C)(C)C2	-0.1	-4.6	11.2	-0.1
CCC(=O)Nc1ccc(-c2cc3ccccc3oc2=O)cc1	1.3	1.0	-24.2	0.2
COc1cccc(-n2nc(C(=O)Nc3cc(Cl)c(OC)cc3OC)c3ccccc3c2=O)c1	-0.2	11.3	2.5	0.1
CS(=O)(=O)Nc1ccc(C(=O)NCC2CCCO2)cc1 (stereo not drawn)	-0.2	4.4	13.2	0.2
COc1cc(C(=O)N/N=C/c2ccc([N+](=O)[O-])o2)cc(OC)c1OC	-0.8	12.9	34.1*	0.1
CC(C)(C)CC(=O)N1CCC2(CC1)CC(=O)c1ccccc1O2	3.5	-7.6	5.4	0.1
SMILES	GPR151 ag	MITF primary	TEAD-YAP block	FBW7 act
CC1=C(C(N)=O)C(c2c(F)cccc2Cl)NC(=S)N1 (stereo not drawn)	0.6	0.8	10.5	0.1
O=C(O)C1C2C=CC(C2)C1C(=O)NC1CCS(=O)(=O)C1 (stereo not drawn)	0.0	-6.7	-5.3	-0.1
CN1CCN(c2ccc(/C=C3/NC(=S)NC3=O)cc2)CC1	-0.1	3.7	-11.5	0.1
Cc1c(NC(=O)Cn2cnc3c2c(=O)n(C)c(=O)n3C)c(=O)n(-c2ccccc2)n1C	0.0	-0.2	2.0	-0.2
COc1cccc(NC(=O)c2cc(Cl)ccc2OC)c1	-1.1	-12.1	-56.9	0.2
O=C(NCC(=O)N1CCc2ccccc2C1)OCC1c2ccccc2-c2ccccc21	0.0	2.8	7.8	0.0
Cc1cccc(/C=N/N(CCO)C2=NS(=O)(=O)c3ccccc32)c1	1.4	-3.0	-3.0	-0.1
COC(=O)c1ccc2nc(NC(=O)c3ccco3)sc2c1	-8.8	-7.6	-4.5	-0.1
O=C(Nc1ccc(Br)cc1F)C1CC1	1.6	0.3	-0.2	-0.1
Cc1ccccc1C(=O)Nc1sc2c(c1C(=O)N1CCN(C)CC1)CCC(C)C2 (stereo not drawn)	0.7	11.6	-7.4	0.0
COc1ccc(C2=NN3C(C2)c2ccccc2OC3c2ccco2)cc1 (stereo not drawn)	-0.8	-0.4	-53.6	0.5
Cc1cc(C)c(NC(=S)N(CCCN2CCN(C)CC2)Cc2cccs2)c(C)c1	-0.5	12.5	-6.2	0.3
COc1ccc(CCNC(=O)c2ccnc(-c3ccc(OC)nc3)c2)cc1	-1.1	-0.7	-18.8	-0.1
COc1ccc(N2CCN(c3nc(NC(C)(C)C)nc(N4CCCCC4)n3)CC2)cc1	1.0	2.3	3.1	-0.2
CN(C1CCS(=O)(=O)C1)S(=O)(=O)c1cccc([N+](=O)[O-])c1 (stereo not drawn)	-1.2	5.2	-3.0	0.2
CCc1nc2sccn2c(=O)c1C(=O)N[C@H](CO)C(C)C	1.9	11.8	6.3	-0.4
C/C(N)=C(/C#N)C(=O)COC(=O)c1ccccc1Oc1ccccc1	-1.1	-11.4	-0.6	0.1
Nc1nc(NC(=O)/C=C/c2cccc([N+](=O)[O-])c2)nn1-c1ccccc1	-0.8	6.6	-6.5	0.0
Cc1ccccc1-n1c(C)cc(/C=N/NC(=O)c2ccncc2)c1C	2.6	4.7	-1.3	0.1
CC1(C)Cc2c(sc(NC(=O)c3ccccc3Cl)c2C(N)=O)CO1	-1.7	1.7	-14.4	0.7
CC1CCCN(C(=O)c2cccs2)C1 (stereo not drawn)	0.9	-0.5	-3.8	0.0
CN=C(NS(=O)(=O)c1ccccc1C)c1ccccc1	1.9	-5.1	13.7	0.0
NCCCC[C@@H]1NC(=O)[C@@H]2C[C@H](NC(=O)c3cc(F)cc(F)c3)CN2C1=O	-1.4	17.2	12.6	0.1
C=CCOC(=O)C1C(=O)CC(C)(O)C(C(=O)OCC=C)C1c1ccccc1 (stereo not drawn)	0.8	18.1	4.4	0.0
Cc1nn(C)c(C)c1-c1nc(NCc2cccc(C(F)(F)F)c2)c2ncn(-c3ccsc3)c2n1	-0.1	-6.3	-3.4	0.0
C=CCOc1ccccc1CN1CCCC(C)C1 (stereo not drawn)	-0.2	-6.2	11.0	0.2
CC(C)CN=CC1=C(O)CC(C)(C)CC1=O	-0.9	14.6	1.6	0.6
CCn1c(=O)c(C(=O)Nc2c(C)cccc2C)c(O)c2ccccc21	0.8	1.4	5.6	-0.1
O=C(NCc1ccco1)c1cc(S(=O)(=O)N2CCOCC2)c(Cl)cc1Cl	-1.0	4.4	-2.7	-0.1

A draw from above in order of formula weight, lowest first:
SMILES	GPR151 ag	MITF primary	TEAD-YAP block	FBW7 act
CN1CCN(C(=O)CCSc2ccc(Cl)cc2)CC1	0.6	-11.0	-37.8	0.0
C/C(N)=C(/C#N)C(=O)COC(=O)c1ccccc1Oc1ccccc1	-1.1	-11.4	-0.6	0.1
CS(=O)(=O)N1CCC(Oc2cccc(C(=O)NCC[C@@H]3C[C@@H]4C=C[C@H]3C4)c2)CC1	1.7	-17.6	22.6	-0.1
COc1cc2cc(C#N)c(SCC(=O)Nc3cccc(C(C)=O)c3)nc2cc1OC	0.7	-4.0	-11.2	-0.1
